From PubChem BioAssay
APOBEC3A inh = human APOBEC3A DNA deaminase inhibition. AID 493011. inhibition, % at 20 µM. recombinant A3A, FAM/TAMRA ssDNA deamination fluorescence. 0.41% of 330,000 active;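 active means at least 40% inhibition at 20 µM here, with at most 30% in a related deaminase screen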;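 further: plate controls were A3A with DMSO for no effect and wells lacking A3A enzyme for full effect; some results filed as inactive read as strong as hits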
MPTP block = inhibitors of mitochondrial permeability transition pore; isolated mouse mitochondria, Ca2+ swelling absorbance, 30 min; inhibition, % at 10 µM; 1.4% of 360,000 active; AID 602449;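 active means inhibition of 50% or more, scaled per plate between neutral and stimulator controls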;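 further: 0% = DMSO wells given calcium and 100% = 1 mM EGTA wells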
ATG4B inh = ATG4B (human) cysteine protease inhibition | inhibition, % at 8.33 µM | ATG4B cleavage of LC3-PLA2, NBD-HPC fluorescence, 1 h | 0.51% of 340,000 active | Q9Y4P1; in the data active means inhibition above about 40%
Target sequence (Q9Y4P1 whole entry, looked up): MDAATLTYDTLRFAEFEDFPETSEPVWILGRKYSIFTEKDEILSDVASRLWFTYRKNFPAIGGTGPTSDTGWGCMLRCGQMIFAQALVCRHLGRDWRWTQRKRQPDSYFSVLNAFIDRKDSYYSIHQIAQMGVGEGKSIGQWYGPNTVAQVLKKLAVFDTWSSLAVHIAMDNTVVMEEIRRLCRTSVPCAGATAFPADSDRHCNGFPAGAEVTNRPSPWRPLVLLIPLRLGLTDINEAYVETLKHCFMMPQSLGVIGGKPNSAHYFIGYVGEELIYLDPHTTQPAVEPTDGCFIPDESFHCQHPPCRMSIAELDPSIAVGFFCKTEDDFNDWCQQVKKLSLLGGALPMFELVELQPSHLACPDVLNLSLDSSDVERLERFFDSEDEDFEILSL
mIAP act = mouse IAP activation | muIAP, CDP-Star luminescence, 30 min; stronger effect = higher value; 1 = vehicle-only enzyme signal, 0 = enzyme-free wells | activation factor at 10 µM | 0.24% of 330,000 active;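 active means activation factor of at least 2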; further: the source names both 10 and 20 µM as test concentration; values of inactives mirror those of a sister screen read the other way
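Assay system: mouse IAP enzyme; reagent: chemiluminescent substrate CDP-Star; dosing: test compounds delivered from DMSO solution; schedule: 30 min at room temperature; measured by: luminescence from enzymatic CDP-Star hydrolysis; controls: DMSO-only wells and no-enzyme negative control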
mIAP block = mouse IAP inhibition; purified mouse IAP, CDP-Star luminescence, 30 min; 0.2% of 330,000 active; inhibition, % at 10 µM; AID 2806;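 active means inhibition of at least 40% at 10 µM in the primary screen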;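 further: plate controls were DMSO with enzyme for no effect and no enzyme wells for full effect; values of inactives mirror those of a sister screen read the other way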
A3G deaminase = inhibitors of human APOBEC3G DNA deaminase | recombinant A3G, ssDNA deamination FAM/TAMRA fluorescence | inhibition, % at 20 µM | 0.28% of 330,000 active;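 active means inhibition of at least 40% at 20 µM, with no more than 30% in the related APOBEC3A deaminase screen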;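 further: plate controls were DMSO wells with A3G for no effect and wells lacking A3G enzyme for full effect; some compounds called inactive have numbers as strong as hits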
hIAP block = blocks human intestinal alkaline phosphatase; purified IAP, CDP-Star luminescence, 30 min; AID 2544; 0.12% of 330,000 active; P09923; inhibition, % at 10 µM;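 active means inhibition reaching a set limit with compound at 10 µM in the primary screen, cut at about 35% in these data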;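 further: plate controls were DMSO wells with enzyme for no effect and no-enzyme buffer wells for full effect; values of inactives mirror those of a sister screen read the other way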
Target sequence (P09923 whole entry, looked up): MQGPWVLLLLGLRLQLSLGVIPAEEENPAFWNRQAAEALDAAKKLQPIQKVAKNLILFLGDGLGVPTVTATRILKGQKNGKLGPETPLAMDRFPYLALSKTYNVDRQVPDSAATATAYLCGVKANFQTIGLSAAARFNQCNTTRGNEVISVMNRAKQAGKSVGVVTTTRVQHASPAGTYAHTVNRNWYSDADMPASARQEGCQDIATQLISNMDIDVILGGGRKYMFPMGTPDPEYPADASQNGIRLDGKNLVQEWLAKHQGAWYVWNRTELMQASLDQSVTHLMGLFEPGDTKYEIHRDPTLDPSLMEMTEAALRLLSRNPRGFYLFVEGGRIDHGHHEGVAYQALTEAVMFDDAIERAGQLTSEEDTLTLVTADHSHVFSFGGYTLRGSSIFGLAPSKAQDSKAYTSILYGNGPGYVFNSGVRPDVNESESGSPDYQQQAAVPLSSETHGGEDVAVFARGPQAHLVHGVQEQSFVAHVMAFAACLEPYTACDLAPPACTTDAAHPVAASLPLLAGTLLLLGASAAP
hIAP act = increases human intestinal alkaline phosphatase activity; purified human IAP, CDP-Star luminescence, 30 min; stronger effect = higher value; 1 = vehicle-only enzyme, 0 = enzyme-free background; 0.16% of 330,000 active; AID 2524; P09923; activation factor at 10 µM;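 active means activation factor of the enzyme at least 2-fold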; further: the source names both 10 and 20 µM as test concentration; values of inactives mirror those of a sister screen read the other way
MIN6 prolif = MIN6 beta-cell proliferation induction; MIN6 cells proliferation, ATPlite luminescence, 48 h; cells starved in 0.2% serum; 100% = growth in 10% serum; proliferation, % at 10 µM; 0.29% of 330,000 active;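 active means compounds whose signal lies at least 3.5 SD above the mean of all wells on their plate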;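 further: 0% = DMSO-treated cells in low-serum medium and 100% = 10% serum control; some compounds called inactive have numbers as strong as hits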
Active calls of the source: *; nt = not tested or not shown.

SMILES	APOBEC3A inh	MPTP block	ATG4B inh	mIAP act	mIAP block	A3G deaminase	hIAP block	hIAP act	MIN6 prolif
COc1cc(/C=C/c2nc3ccccc3s2)cc(OC)c1O	-57	1.6	-16	1	-2	-61	8	0.92	-6
COC(=O)c1ccc(NC(=O)CN2C(=O)CCC2=O)cc1	2	-1.9	9	1	-4	3	3	0.97	0
Cc1ccc(C(=O)COC(=O)C(C)N2C(=O)C3C4C=CC(C4)C3C2=O)cc1 (stereo not given)	2	-0.9	-8	0.99	1	0	-12	1.1	0
CCOC(=O)N1CCC(NS(=O)(=O)c2cc3c(cc2Cl)NC(=O)CO3)CC1	6	1.9	-3	1	-2	2	-2	1	-5
Cc1noc(C)c1C(=O)N1CCCC(N2CCN(c3cccc(C(F)(F)F)c3)CC2)C1 (stereo not given)	2	-1.5	2	1.1	-8	-8	2	0.98	-2
CCC(=O)c1ccc(OCC(=O)Nc2nn3cnnc3s2)cc1	-3	-0.8	-3	0.94	6	-3	-6	1.1	-2
CN(C)S(=O)(=O)c1cccc(NC(=O)COC(=O)COc2ccc(Br)cc2)c1	-6	0.1	-8	1.1	-13	-3	6	0.94	-2
Cn1c(SCC2CCCO2)nnc1-c1cccc([N+](=O)[O-])c1 (stereo not given)	-1	-0.2	-4	1.2	-18	-5	-22	1.2	-3
O=C(O)CCC(=O)NN1C(=O)c2ccccc2NC1c1ccc(F)cc1 (stereo not given)	-3	-0.4	4	1.1	-6	-2	-6	1.1	0
O=C(CNC(=O)c1ccc(Cl)cc1)NNC(=O)c1ccc(Br)cc1	-4	-0.5	-4	0.89	11	-11	2	0.97	-3
CCNC(=O)CCS(=O)(=O)c1ccc2ccccc2c1	0	-1.2	-5	0.99	1	-10	-20	1.2	-2
N#Cc1c2n(c(=S)n(-c3ccc(OC(F)F)cc3)c1=O)CCCCC2	-7	0.1	-1	1.1	-9	-5	-7	1.1	0
CCCc1nc2ccccc2c(C(=O)OCC(=O)NCc2ccco2)c1CC	4	3.4	8	1	-3	-9	4	0.96	0
CCOC(=O)c1c(-n2c(C)cc(C=O)c2C)sc2c1CCCC2	1	6.7	25	1.1	-6	-4	10	0.9	-5
CCCCOc1ccc(C(=O)NCC(=O)NC2CCC(C)CC2)cc1 (stereo not given)	0	-0.4	-3	1	-2	8	-4	1	-3
CCOC(=O)C1(Cc2ccc(OC)cc2)CCN(C(=O)c2cc3ccccc3[nH]2)CC1	-4	5.6	-8	0.98	2	-4	-16	1.2	-5
O=C(NCC1CCCO1)/C(=C\c1ccco1)NC(=O)c1ccc(Cl)cc1 (stereo not given)	-4	1.3	-4	0.97	2	-7	-2	1	-1
CN(CC(=O)Nc1c(Cl)cccc1Cl)C(=O)CC1Sc2ccccc2NC1=O (stereo not given)	0	-1.2	8	0.96	4	-6	2	0.97	2
O=C(NC1CCCCCCC1)c1cccs1	-3	0.6	2	0.96	4	-5	-3	1	-1
CCCCCCC(=O)Nc1nc(C)c(-c2csc(Nc3cc(Cl)ccc3C)n2)s1	2	0.9	-2	0.89	11	24	2	0.98	-4
COc1ccc(OC)c(NC(=O)COc2coc(CN3CCCc4ccccc43)cc2=O)c1	-3	-1.8	2	1	-1	-11	0	1	2
O=C(O)c1ccccc1C(=O)OCCCc1ccncc1	-3	-0.5	-13	1.1	-12	-7	0	0.99	0
CCOC(=O)NC(C(F)(F)F)(C(F)(F)F)P(=O)(c1ccccc1)c1ccccc1	-5	-3.1	4	0.93	7	-4	2	0.98	-1
COc1ccc2nc(NC(=O)CSc3nc4cccnc4n3C)sc2c1	-3	9.5	-14	1	-1	-4	12	0.88	0
CN1CCc2c(sc3c2c(=O)n(-c2ccc(Cl)cc2)c2nncn32)C1	3	-1.5	-1	1	-3	0	-8	1.1	2
CC(C)C[C@H]1CN=C(Nc2ccccc2)N1CC1CCCC1	-1	0.7	1	1.1	-5	-9	-8	1.1	5
O=C(OCC(=O)N1CCOCC1)c1ccccc1OCc1ccccc1Cl	1	-0.8	-7	1	-4	0	-21	1.2	-1
COC(=O)C1(Cc2ccccc2)NC(c2ccc(F)cc2)C2C(=O)N(C)C(=O)C21 (stereo not given)	-12	-1.5	-6	1.1	-12	0	-11	1.1	1
Cc1cccc2nc(C(F)(F)F)nc(=O)n12	1	-3.3	0	1	-5	-2	2	0.98	2
Cc1ccc(-n2ncc3c(=O)[nH]c(SC(C)C)nc32)cc1	-3	-0.7	2	1	-2	-6	12	0.88	10
COc1ccc(CC(=O)NNC(=O)c2c(-c3ccccc3Cl)noc2C)cc1OC	-3	1.2	8	1	-5	-3	-10	1.1	-3
Cc1cc(C)n(C(=O)CNC(=O)c2cccc(F)c2)n1	-5	0.1	0	1	-2	-7	13	0.87	-1
Cc1ccc(NC(=O)COC(=O)/C=C/c2ccco2)cc1S(=O)(=O)N(C)C	10	1.8	-7	0.79	21	-1	11	0.89	0
CCCCN(CCCC)S(=O)(=O)c1ccc(C(=O)Nc2nnc(CSC)o2)cc1	10	-31	-11	0.93	7	0	-33	1.3	-2
COc1ccc(C(=O)Nc2c(N)nc(SCC(=O)Nc3ccc(NC(C)=O)cc3)[nH]c2=O)cc1	3	-0.4	7	1.1	-7	1	-35	1.3	3
CC1(C)NC(=O)N(CC(O)CN(c2ccccc2)S(=O)(=O)c2ccccc2[N+](=O)[O-])C1=O (stereo not given)	-1	0.8	0	0.93	7	-7	-4	1	0
CCCCNc1c(-c2ccc(-c3ccc(OC)cc3)c(OC)c2)nc2ccccn12	2	1.8	5	0.99	1	-1	-19	1.2	-6
CCOC(=O)CC1C(=O)NCCN1S(=O)(=O)c1ccc(F)cc1 (stereo not given)	-3	0.1	-9	0.9	10	-7	-15	1.2	-3
O=C(Cc1ccccc1[N+](=O)[O-])Nc1cccc(S(=O)(=O)NC2=NCCCCC2)c1	-2	-1.3	4	0.97	3	-8	12	0.88	2
COc1ccc(/C=C2/SC(=S)N(CCC(=O)N3CCN(C)CC3)C2=O)cc1	-4	0.5	-1	1	-1	-3	-16	1.2	-4
Cc1ccc(S(=O)(=O)N2CCOCC2)cc1C(=O)N1CCN(S(=O)(=O)c2cccs2)CC1	5	1.4	5	0.88	12	3	-10	1.1	-2
COc1ccc(S(=O)(=O)N(C)CC(=O)Nc2ccc3c(c2)OCCO3)cc1OC	2	-0.8	-14	1.1	-9	3	-15	1.2	0
CCc1nc(N2CCN(C(=O)c3ccco3)CC2)c2c3c(sc2n1)CCCC3	0	1.0	78*	0.98	2	-4	-9	1.1	-6
Cc1ccc(O)c(-c2cc(C(F)(F)C(F)F)[nH]n2)c1	1	12	-1	0.97	3	-5	-32	1.3	4
COc1cccc(CN2CC(C(=O)N3CCOCC3)CCC2=O)c1 (stereo not given)	1	-1.8	3	0.95	5	-1	18	0.82	-4
O=C(NNS(=O)(=O)c1ccccc1[N+](=O)[O-])c1cccc([N+](=O)[O-])c1	-2	2.1	-3	1	-5	-5	-3	1	0
CCO[C@@H]1OC(C(=O)N2CCN(C)CC2)=C[C@H](C(C)(C)C)[C@H]1CCCO	1	nt	7	1.1	-9	2	14	0.86	3
O=[N+]([O-])c1cc(S(=O)(=O)N2CCOCC2)ccc1OCc1cccc(Cl)c1	-1	1.0	6	1	-3	-9	2	0.98	-4
CC1CCCC(NC(=O)c2ccncc2)C1C (stereo not given)	0	-1.6	-2	1.1	-5	-3	-16	1.2	-3
Cc1ccc(C(=O)N2CCn3c(C)ccc3C2C)cc1 (stereo not given)	3	-1.1	1	0.92	8	-12	6	0.94	3

The list goes on:
SMILES	APOBEC3A inh	MPTP block	ATG4B inh	mIAP act	mIAP block	A3G deaminase	hIAP block	hIAP act	MIN6 prolif
C[C@H](CO)N1C[C@H](C)[C@@H](CN(C)C(=O)Nc2ccc3c(c2)OCO3)Oc2ccc(NC(=O)CCN3CCOCC3)cc2C1=O	-1	-1.3	-5	1	-5	-1	2	0.98	-2
CC(=O)c1ccc(Cc2ccccc2)cc1	-1	1.2	-17	1	-1	-6	-2	1	-2
COc1ccc(C(=O)Oc2c(CN3CCOCC3)cc(Cl)c3cccnc23)cc1	1	-11	-6	0.95	4	1	-6	1.1	-7
CCCn1nc(Oc2nc(NCC)nc(NC(C)C)n2)ccc1=O	-1	2.9	-9	0.99	1	0	-9	1.1	-1
CN1CCN(S(=O)(=O)c2ccc(N3CCN(C(=O)c4ccccc4)CC3)nc2)CC1	3	-1.2	-9	1	-1	0	-14	1.1	-2
O=C(NNS(=O)(=O)c1ccc(Br)cc1)c1csnn1	-4	-1.7	-2	0.96	4	-6	7	0.93	3
CCCN1CCN(CCCNC(=O)c2cc3c(=O)oc4ccc(C)cc4c3s2)CC1	4	-0.1	2	0.99	1	0	-26	1.3	-5
O=C(COc1ccc(Cl)cc1)OCC(=O)N1CCCC1	55*	-3.3	-8	1	-3	-4	6	0.94	0
CCOc1ccc(NC(=S)NN2CCN(C)CC2)cc1	-2	0.3	-11	1	-2	-6	11	0.89	-1
CCN1CCN(c2cc(C)c3cc(NC(=O)c4ccc(C)c(C)c4)ccc3n2)CC1	3	-0.1	-7	1.2	-17	0	-6	1.1	-7
COc1cccc(C(=O)Nc2nnc(-c3ccc(F)cc3)o2)c1	1	-4.0	-12	0.87	13	8	-11	1.1	-4
CN(CC(=O)Nc1ccc(F)cc1)C(=O)COC(=O)CNC(=O)c1sc2ccccc2c1Cl	-3	-3.5	-22	0.96	4	-5	3	0.97	3
C=CCC1(CC=C)CCCN1C(=O)c1cc(COc2cncc(Cl)c2)on1	53*	77*	nt	0.94	6	-2	-40	1.4	-7
CCOc1ccc(=O)n(-c2ccccc2)n1	-1	8.3	-9	0.99	1	-2	5	0.95	-2
O=C(COC(=O)c1ccc2c(c1)OCO2)Nc1ccccc1F	3	-1.1	-1	0.85	15	0	-8	1.1	-3
Fc1cccc(NC(=S)NCc2ccc(Cl)cc2)c1	-4	96*	2	2.5*	-150	-9	-13	1.1	-5
Cc1ccc(C2=NC3(CCCC3)N=C2SCC(=O)Nc2ccc3c(c2)OCCO3)cc1	3	0.6	2	0.92	8	-4	10	0.9	-2
CN(C)S(=O)(=O)c1ccc(C(=O)N(c2ccccn2)c2ccccn2)cc1	-2	1.0	-1	0.96	4	-4	14	0.86	0
O=C(NCCc1ccccc1)C(=O)NCC1OCCN1S(=O)(=O)c1ccccc1 (stereo not given)	-1	0.4	-1	1.1	-13	-2	-10	1.1	-2
Cc1cc2nnc(SCC(=O)N3C(C)CCCC3C)n2c(N)n1 (stereo not given)	-1	-0.2	-7	0.99	1	-7	15	0.85	0
Cc1c(Cl)c([N+](=O)[O-])nn1CCCC(=O)Nc1cccc(Cl)c1	2	5.5	75*	0.97	3	1	10	0.9	-1
Cc1ccccc1N=Cc1cc2c(cc1[N+](=O)[O-])OCO2	-2	0.0	2	0.73	27	0	-3	1	0

Copied from the listing, four compounds:
SMILES	APOBEC3A inh	MPTP block	ATG4B inh	mIAP act	mIAP block	A3G deaminase	hIAP block	hIAP act	MIN6 prolif
COc1cccc(C(=O)Nc2nnc(-c3ccc(F)cc3)o2)c1	1	-4.0	-12	0.87	13	8	-11	1.1	-4
CN(CC(=O)Nc1ccc(F)cc1)C(=O)COC(=O)CNC(=O)c1sc2ccccc2c1Cl	-3	-3.5	-22	0.96	4	-5	3	0.97	3
C=CCC1(CC=C)CCCN1C(=O)c1cc(COc2cncc(Cl)c2)on1	53*	77*	nt	0.94	6	-2	-40	1.4	-7
CCOc1ccc(=O)n(-c2ccccc2)n1	-1	8.3	-9	0.99	1	-2	5	0.95	-2
